MC4R antag cAMP = MC4R antagonists of cAMP signaling, primary screen, cell-based, TR-FRET, antagonist arm of biased-ligand search; MC4R-expressing cells, MTII-stimulated cAMP, LANCE TR-FRET; inhibition, % at 6.5 µM; 360,000 compounds, 0.48% hits; AID 540295, 2011;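 active means inhibition above its plate's cutoff, the mean of tested wells on that plate plus 3 SD, cut at about 29% in these data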;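 further: 0% = Melanotan II alone and 100% = Melanotan II plus saturating MCL0020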
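Test system: U2OS cells stably expressing human melanocortin 4 receptor (MC4R); also added: Melanotan II challenge; compound: 6.5 µM single dose; timing: 30-min compound preincubation, 1-h Melanotan II challenge, 1-h detection, room temperature; signal: Eu-cAMP/anti-cAMP TR-FRET, emission 671 nm; repeats: one well per compound, no replicates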
Cardio protect = cardioprotection against H2O2-induced cell death, primary screen, uHTS, H9c2 cells, ATPLite luminescence; H9c2 cardiomyocytes, H2O2 injury protection, 2 h; protection from H2O2 cell death, % at 20 µM; 360,000 compounds, 0.63% hits; AID 588492, 2011;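 active means compounds giving at least 50% protection of heart cells from peroxide-induced death in the single-dose screen, raw or plate-pattern-corrected value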;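 further: 0% = DMSO wells with peroxide and 100% = DMSO wells without peroxide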
ABCB6 inh MLPCN = ABCB6 transporter inhibitors, primary screen, K562-ABCB6 cells, flow cytometry, MLPCN library; ATP-binding cassette sub-family B member 6 (Homo sapiens), Q9NP58; K562-ABCB6 porphyrin accumulation, 1 h; active compounds read low; fluorescence ratio to DMSO, % at 10 µM; 360,000 compounds, 0.19% hits;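 active means fluorescence ratio to DMSO below 75%, the collection mean minus 3 SD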;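 further: signal is porphyrin accumulated inside mitochondria; 100% equals median channel fluorescence of DMSO control wells; lower ratio means ABCB6 inhibition with less porphyrin fluorescence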
aDG glyco act = activators of alpha-DG glycosylation, primary screen, uHTS, Pro5-aDG cells, AlphaScreen; alpha-DG glycosylation AlphaScreen (IIH6); 0% Pro5, 100% B10-LARGE cell signal; activation, % at 10 µM; 360,000 compounds, 0.22% hits; AID 624168, 2012;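 active means activation of at least 8% versus controls, or a plate z-score of at least 8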;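 further: Pro5 are CHO cells carrying HIG-tagged alpha-DG that lacks glycosylation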
m5-HT2A agonist = mouse Htr2a agonists via beta-arrestin recruitment, primary screen, cell-based, luminescence; 5-hydroxytryptamine receptor 2A (Mus musculus), P35363; CHO-K1 mHTR2A beta-arrestin complementation; percent of 30 µM serotonin response; activation, % at 7.6 µM; 360,000 compounds, 0.66% hits; AID 624169, 2012;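 active means activation above a run cutoff, the mean activation of all tested compounds plus 3 SD, cut at about 14% in these data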;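 further: 0% = plate median of compound wells and 100% = 30 µM serotonin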
Target sequence (P35363 whole entry, looked up): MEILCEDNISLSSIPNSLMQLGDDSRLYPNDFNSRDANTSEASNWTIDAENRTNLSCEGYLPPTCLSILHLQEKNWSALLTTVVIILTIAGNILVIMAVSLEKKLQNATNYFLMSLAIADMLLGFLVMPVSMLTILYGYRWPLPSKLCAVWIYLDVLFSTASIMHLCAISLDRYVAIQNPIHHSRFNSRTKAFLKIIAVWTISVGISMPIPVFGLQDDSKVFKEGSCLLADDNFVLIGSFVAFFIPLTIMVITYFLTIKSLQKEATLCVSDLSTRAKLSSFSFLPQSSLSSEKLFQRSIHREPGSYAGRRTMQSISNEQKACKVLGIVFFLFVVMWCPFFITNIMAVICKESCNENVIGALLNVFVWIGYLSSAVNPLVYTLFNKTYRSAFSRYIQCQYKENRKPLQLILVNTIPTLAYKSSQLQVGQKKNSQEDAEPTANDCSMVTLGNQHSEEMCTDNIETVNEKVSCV
CaV13 ICDI inh = Disruptors of the CACNA1D IQ motif to Ca2+-dependent inactivation inhibitor domain association, primary screening, Förster resonance energy transfer in intact living … | HEK cells, CFP/YFP FRET ICDI-IQ, plate reader, 10 min; percent FRET-ratio fall versus neutral wells | 340,000 compounds, 0.098% hits | inhibition, % at 12.3 µM | AID 743397;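 active means mean replicate inhibition of at least 30% and at least 1% of replicates passing that level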;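 further: 0% = median of the neutral control wells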
N-glyco inh = increase of ERlucT glycosylation luciferase signal, primary screen, N-linked glycosylation inhibitor project, D54 ERlucT cells, luminescence, set 2. AID 588692, 2011. D54 ERlucT glycosylation luciferase reporter, 24 h; percent of 100 nM tunicamycin response. reporter increase, % at 12.5 µM. 360,000 compounds, 0.23% hits;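 active means mean luciferase reporter signal, scaled so untreated is 0 and the glycosylation-blocking control 100, at or above a set limit in every replicate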;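 further: luciferase carries N-glycosylation sites so blocking glycosylation raises the light; 0% = median of neutral control wells and 100% = median of 100 nM tunicamycin wells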
Vif inh = HIV Vif self-association inhibitors, primary screen, imaging, HEK293T, single point; HEK293T cells, Vif self-association by quenched fluorescence, 24 h; inhibition, % at 7.49 µM; 340,000 compounds, 0.35% hits; in the data active means inhibition above about 50%, passing the limit was not always enough; further: some results filed as inactive read as strong as hits
MC4R ag barr = MC4R agonists recruiting beta-arrestin, primary screen, cell-based, luminescence, agonist arm of biased-ligand search | 360,000 compounds, 0.98% hits | U2OS MC4R beta-arrestin complementation; percent of melanotan II response, DMSO zero | Melanocortin receptor 4 (Homo sapiens), P32245 | activation, % at 8.9 µM;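 active means activation above a per-plate cutoff, the mean activation of sample wells on that plate plus 3 SD, cut at about 8% in these data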
PDI turbidity = inhibitors of human PDI, primary screen, biochemical, turbidity, single point, plate reader; Protein disulfide-isomerase (Homo sapiens), P07237; PDI insulin aggregation turbidity, A650, 90 min; inhibition, % at 10 µM; 350,000 compounds, 0.052% hits;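 active means mean inhibition across replicates of 30% or more, whatever share of single replicates reach that level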;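 further: absorbance from insulin aggregation driven by PDI reduction with DTT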
Target sequence (P07237 whole entry, looked up): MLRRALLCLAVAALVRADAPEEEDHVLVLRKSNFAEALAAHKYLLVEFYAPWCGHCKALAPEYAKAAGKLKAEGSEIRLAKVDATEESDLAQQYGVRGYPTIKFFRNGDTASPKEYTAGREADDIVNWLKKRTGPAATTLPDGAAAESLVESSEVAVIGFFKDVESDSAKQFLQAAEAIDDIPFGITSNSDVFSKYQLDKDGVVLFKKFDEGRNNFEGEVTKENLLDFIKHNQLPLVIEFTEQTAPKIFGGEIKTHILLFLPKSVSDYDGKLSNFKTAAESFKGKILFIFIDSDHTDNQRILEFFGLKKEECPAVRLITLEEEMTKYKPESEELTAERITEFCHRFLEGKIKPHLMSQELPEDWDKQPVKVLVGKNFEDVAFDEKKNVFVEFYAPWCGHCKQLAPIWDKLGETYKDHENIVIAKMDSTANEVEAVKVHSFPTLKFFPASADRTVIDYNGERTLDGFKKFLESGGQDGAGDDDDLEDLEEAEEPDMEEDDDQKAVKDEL
An asterisk follows results filed as active; nt = not tested or not shown. An unsorted share of the library, and some 3.6% of all compounds hit somewhere here.

SMILES	MC4R antag cAMP	Cardio protect	ABCB6 inh MLPCN	aDG glyco act	m5-HT2A agonist	CaV13 ICDI inh	N-glyco inh	Vif inh	MC4R ag barr	PDI turbidity
O=C(NCCc1ccccc1C(F)(F)F)C1CCC(=O)N(C2CC2)C1 (centres undefined)	-4	0	92	-0.4	-2	-5	0	4	-2.7	3
CC(C)C(OC(=O)c1cccs1)C(=O)NCc1ccco1 (centres undefined)	4	-3	97	-0.1	0	-9	0	3	4.3	7
Cc1ccc(S(=O)(=O)Nc2ccc(-n3c(C)nc4ccccc4c3=O)cc2)cc1	16	4	101	0.0	0	-6	2	-3	-3.7	-3
N#C/C(=C\c1ccc(OCC(N)=O)cc1)S(=O)(=O)c1ccccc1	10	1	104	-0.3	1	-18	1	1	-1.6	2
CCNC(=S)N/N=C/c1cn(Cc2ccccc2F)c2ccccc12	-18	-15	79	4.8	-2	-5	-11	-3	0.6	4
O=c1c2cc3c(=O)n(CC4CCCO4)c(=O)c3cc2c(=O)n1CC1CCCO1 (centres undefined)	8	0	108	-0.1	8	nt	2	4	1.3	-22
CCOc1ccc(C(=O)NC(=S)Nc2ccc(N3CCCCC3)cc2)cc1[N+](=O)[O-]	0	-6	92	-0.1	2	-2	-2	0	47*	8
CCCCNCc1cc2ccccc2o1	7	0	97	-0.1	3	-3	0	-1	0.7	2
Cc1ccc(S(=O)(=O)/C(C#N)=C/c2c(N3CCN(Cc4ccccc4)CC3)nc3ccccn3c2=O)cc1	20	0	101	0.1	-9	-34	0	-5	-1.8	-9
COc1ccc(/C=C(\NC(=O)c2ccc([N+](=O)[O-])cc2)C(=O)NCCN2CCOCC2)cc1	-1	4	100	2.2	6	-8	2	-5	0.3	7
CN(C(=O)C(Cl)Cl)C1CC2C=CC1C2 (centres undefined)	0	8	96	0.0	5	-18	3	5	-1.5	2
Cc1cc(OCC(=O)NCc2cccnc2)c2c(C)c(Cc3ccccc3)c(=O)oc2c1	8	14	106	0.2	4	-7	0	-2	0.9	-9
COc1ccc(OC)c(S(=O)(=O)N2CCC(C(=O)N3CCN(c4ccc(F)cc4)CC3)CC2)c1	17	-2	97	0.3	-6	nt	-5	-4	0.4	-4
O=C(C1CSC2(c3ccc(F)cc3)CCC(=O)N12)N1CCCCCC1 (centres undefined)	7	1	98	0.2	4	-3	3	5	-0.6	-18
CN1CCCN(S(=O)(=O)c2ccc(O)c(C(=O)O)c2)CC1	6	10	97	-0.1	13	-5	0	2	0.7	9

Pulled by structure from the list above (2):
SMILES	MC4R antag cAMP	Cardio protect	ABCB6 inh MLPCN	aDG glyco act	m5-HT2A agonist	CaV13 ICDI inh	N-glyco inh	Vif inh	MC4R ag barr	PDI turbidity
CCNC(=S)N/N=C/c1cn(Cc2ccccc2F)c2ccccc12	-18	-15	79	4.8	-2	-5	-11	-3	0.6	4
O=C(NCCc1ccccc1C(F)(F)F)C1CCC(=O)N(C2CC2)C1 (centres undefined)	-4	0	92	-0.4	-2	-5	0	4	-2.7	3

New compounds follow.
SMILES	MC4R antag cAMP	Cardio protect	ABCB6 inh MLPCN	aDG glyco act	m5-HT2A agonist	CaV13 ICDI inh	N-glyco inh	Vif inh	MC4R ag barr	PDI turbidity
Cn1c(N)c(C(=O)COC(=O)c2ccc(Br)o2)c(=O)n(C)c1=O	6	11	100	0.1	9	-5	0	5	2.6	-3
COc1cccc(N2CCN(C(=O)c3cc4c(s3)-c3ccccc3OC4)CC2)c1	13	2	100	-0.3	-2	-6	3	4	0.1	nt
CSc1nc2cc(Cl)ccc2s1	4	2	96	0.3	3	-4	1	0	-0.4	1
C[N+]1(CC2COC3(CCCCC3)O2)CCCC1 (centres undefined)	-2	8	88	-0.1	-1	-3	1	-2	0.0	14
COc1cc(OC)c(NC(=S)Nc2cccc(C)c2)cc1Cl	-1	5	96	0.1	-5	-6	-1	0	-0.5	2
CC1CC(Nc2ccccc2)c2ccccc2N1C(=O)c1ccco1 (centres undefined)	-3	-1	91	-0.1	3	-5	1	2	2.9	-3
COc1ccc(NC(=O)c2c(-c3ccccc3Cl)noc2C)c(OC)c1	2	5	97	-0.2	2	nt	-3	-6	0.1	-1
Cc1cc(Cn2nc(C(=O)NCc3cccs3)cc2-c2ccccc2)on1	4	-7	96	-0.1	4	-6	1	1	-2.2	9
O=C(C1=C(O)C(=O)N(c2ncccn2)C1c1ccc(Cl)cc1)c1ccco1 (centres undefined)	10	9	112	0.0	-4	-2	0	nt	-2.0	0
Cc1cc(Nc2cnc3ccccc3n2)n(-c2ccccc2)n1	-4	-9	99	0.0	1	-9	0	0	2.6	7
CCc1ccc(CN(C(=O)c2cc3ccccc3oc2=O)C2CCS(=O)(=O)C2)cc1 (centres undefined)	4	2	101	0.0	1	-4	-3	13	-0.7	3
CCOC(=O)N1CCC(Nc2ncnc3c2cnn3-c2ccc(Cl)cc2)CC1	12	-6	97	0.5	7	-8	-7	-8	0.3	3
Cc1cccc(NC(=O)CN2C(=O)CCSc3ccc(S(=O)(=O)N4CCOCC4)cc32)c1C	1	5	96	0.3	-1	-7	-2	-2	-0.4	5
O=C(CNCc1ccccc1)Nc1ccccc1-c1ccccc1	1	2	100	-0.2	-1	6	2	44	-0.5	6
Cc1ccc(N=Nc2ccc(C)cc2NC(=O)Nc2ccccc2F)cc1	16	-3	100	-0.2	9	-4	2	-2	-1.7	-5
CN(C)S(=O)(=O)c1ccc(C(=O)Nc2cccc(S(=O)(=O)NC3=NCCC3)c2)cc1	9	-7	99	0.0	3	2	0	-2	-0.3	1
Cc1sc(NC(=O)/C=C/c2ccc3c(c2)OCO3)nc1-c1ccccc1	-2	0	90	0.8	-2	-4	-3	-24	-2.3	-3
O=C(Nc1nc(-c2cccc(Br)c2)cs1)Oc1ccccc1	6	0	99	-0.1	8	-7	-2	-1	0.8	13
O=c1nc2s/c(=C\c3ccco3)c(=O)n2nc1Cc1ccccc1	10	9	nt	-0.3	1	nt	-1	8	0.2	0
COc1ccc(C(OC(=O)c2ccco2)C(=O)NCC2CCCO2)cc1 (centres undefined)	5	3	86	-0.1	3	-4	-1	-5	-2.0	1
COc1ccccc1CNC(=O)C1CC(c2ccccc2F)=NO1 (centres undefined)	3	11	93	0.1	-5	-13	1	nt	-1.2	2
Cc1ccc(CN2CCN(/N=C/c3cc(Br)ccc3F)CC2)cc1	6	-9	105	-0.2	-5	-21	2	-1	0.1	4
Cc1nn2c3c(cnc2c1-c1ccccc1)C(=O)CC(c1ccccc1)C3 (centres undefined)	2	-2	97	0.1	3	-5	-4	5	-1.6	-2
Cc1ccc(NC(=O)CN(C)C(=O)c2ccc(S(=O)(=O)N(C)c3ccccc3)cc2)cc1	5	-3	106	-0.1	-1	-5	1	6	-0.4	-1
CCC(=O)NC(=S)Nc1ccc(NC(=O)c2ccco2)cc1	10	-2	100	-0.1	4	-2	1	19	-0.3	-4
COc1ccc(Oc2ccc(C(F)(F)F)cc2N)cc1	5	-6	95	-0.1	3	-19	-4	-1	8.0	-2
CCNC(=S)N(CCc1c(C)[nH]c2ccc(Cl)cc12)Cc1cccnc1	6	-8	95	0.1	-3	-13	-3	10	-1.4	-2
CCC1(C)Cc2c(C#N)c(SC)nc(N3CCOCC3)c2CO1 (centres undefined)	10	-2	100	-0.1	-3	-20	-2	53*	0.4	-4
C=CCn1c(CCNC(=O)c2cccs2)nnc1SCC(=O)c1ccc(Br)cc1	2	8	88	0.8	4	-6	-1	1	-0.1	-1
Cc1ccccc1-c1csc(C(O)c2ccc(F)c(F)c2)n1 (centres undefined)	8	-10	100	0.2	1	-8	0	16	3.7	0
O=S(=O)(c1ccccc1)N1CCC(N2CCCCCC2)CC1	2	0	97	0.1	-5	-3	-1	-1	1.0	2
C=CCn1c(SCC(=O)c2ccc(O)c(O)c2)nnc1-c1cccc(Cl)c1	9	55*	91	0.2	-2	-10	-3	-3	-0.8	-1
C[C@H](CO)N1C[C@H](C)[C@@H](CN(C)S(=O)(=O)c2ccccc2F)Oc2ncc(C#Cc3cccnc3)cc2C1=O	11	26	99	0.4	-2	-7	10	3	0.2	-2
Cc1ccc2c(COC(=O)CNC(=O)c3ccccc3)cc(=O)oc2c1	25	2	104	0.0	4	-5	0	-2	2.1	-10
NC[C@H](Cc1ccccc1)NCCc1cc(C(F)(F)F)cc(C(F)(F)F)c1	6	1	92	0.3	-3	-10	-6	nt	7.3	5
Cc1ccc(CNC(=O)C2CCCN(S(=O)(=O)c3ccc(-n4cnnn4)cc3)C2)cc1 (centres undefined)	3	-3	98	0.7	0	-2	-3	-5	-2.3	-11
CCOC(=O)N1CCN(CC(=O)Nc2ccc(C)cc2)CC1	3	0	72*	0.0	-5	-8	1	-6	-1.3	5
N#Cc1cc(C(=O)c2ccccc2O)cn(-c2ccc(Cl)cc2)c1=O	-1	-7	97	-0.2	-2	-10	3	10	-0.8	0
N#Cc1ccc(CSc2nnc(-c3ccncc3)n2CCc2ccccc2)cc1	2	4	93	-0.2	-5	nt	0	7	-2.4	-1
Cc1ccc(C(=O)CCC(=O)OC(C)C(=O)NC2CCCCC2C)cc1 (centres undefined)	-2	-7	96	-0.1	-3	-3	3	16	-0.3	-1
CCN(CC)C(=O)CCCSc1nnc(Nc2ccccc2F)s1	2	-8	99	0.2	-2	-3	-4	1	-2.1	5
O=C(NC(Nc1ncc(S(=O)(=O)c2ccc([N+](=O)[O-])cc2)s1)(C(F)(F)F)C(F)(F)F)c1ccc(Cl)cc1	15	-25	91	-0.2	2	-4	-11	-16	-1.5	1
Cc1nc(C)c(C(=O)OCC(=O)NCCc2ccc(S(N)(=O)=O)cc2)s1	8	2	98	-0.1	3	-19	-2	2	-1.8	-7
CS(=O)(=O)Nc1ccccc1C(=O)NCC1(N2CCCCC2)CCCCC1	-3	11	97	0.0	3	-6	-1	-8	-1.3	4
O=C(Nc1ccc([N+](=O)[O-])cc1)Nc1ccc(Cl)cc1F	-5	-19	88	-0.7	-1	-4	-15	5	1.4	-5
Cc1ccc(NC(=O)CCNS(=O)(=O)c2cccc3nsnc23)cc1F	7	-1	99	-0.1	5	-7	0	6	-0.2	4
Cc1cc(OCC(=O)NCC(c2cccs2)N2CCOCC2)ccc1C(C)C (centres undefined)	6	-10	96	0.5	8	-7	-3	-5	-0.7	1

High-throughput results: PubChem, several laboratories
